High-throughput results from PubChem BioAssay.
GoLoco inh red: qHTS Assay for Inhibitors of RGS12 GoLoco Motif Activity (Red Fluorophore); Gai1:RGS12 GoLoco peptide FP, rhodamine, 10 min; 230,000 tested, 0.44% active; Potency, µM (titrated, usually from 61.6 µM), without a hit: at the highest dose activity, negative = inhibition, actives largely listed as inhibitors; AID 880, 2007; active = well fitted inhibition curve with a large enough effect, not every such curve was filed as active; inactive = no such curve, though single readings can be large or run the other way; note: % is set by controls: 0 for no effect and ±100 for the full control effect; nearly all actives have a fitted effect of over 30% in size; many of its hits are not listed in these tables
Target sequence (P63096 whole entry, looked up): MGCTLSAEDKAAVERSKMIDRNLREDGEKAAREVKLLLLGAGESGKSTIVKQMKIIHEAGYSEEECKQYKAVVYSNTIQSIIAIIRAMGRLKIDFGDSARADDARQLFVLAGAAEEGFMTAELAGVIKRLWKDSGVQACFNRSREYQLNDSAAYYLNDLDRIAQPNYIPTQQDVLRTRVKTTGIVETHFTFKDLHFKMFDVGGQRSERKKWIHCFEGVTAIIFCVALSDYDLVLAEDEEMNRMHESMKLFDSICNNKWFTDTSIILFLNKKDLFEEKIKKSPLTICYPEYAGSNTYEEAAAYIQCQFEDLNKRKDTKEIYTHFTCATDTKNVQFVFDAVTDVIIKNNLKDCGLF
RECQ1 helicase: qHTS Assay for Inhibitors of RecQ-Like Dna Helicase 1 (RECQ1); Potency, µM (series often up to 57.3 µM), without a hit: at the highest dose activity, negative = inhibition, most hits filed as inhibitors; ATP-dependent DNA helicase Q1 (Homo sapiens), P46063; 240,000 tested, 0.54% active; RECQ1 DNA unwinding, red fluorescence kinetic read;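 note: plate controls were vehicle for no effect and no enzyme for full effect; nearly all actives have a fitted effect of over 30% in size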
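RECQ1T1 50 nM; forked duplex (20 bp + 30-nt ss tails) 200 nM, ATP 2 mM final; pH 8.0, 2 mM MgCl2, 2.5 ug/ml poly(dI-dC); 15 min compound preincubation; discontinuous kinetic read over 2 h at RT.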
NPSR antagonist: qHTS Assay for Antagonists of the Neuropeptide S Receptor: cAMP Signal Transduction; CHO-NPSR cells, cAMP TR-FRET, antagonist mode; Potency, µM (doses to about 38.3 µM), without a hit: at the highest dose activity change, negative = inhibition, actives largely listed as inhibitors; 220,000 tested, 1% active; AID 1461, 2008; note: % is set by controls: 0 for no effect and ±100 for the full control effect; nearly all actives have a fitted effect of over 50% in size; many of its hits are not listed in these tables
Target sequence (Q6W5P4 whole entry, looked up): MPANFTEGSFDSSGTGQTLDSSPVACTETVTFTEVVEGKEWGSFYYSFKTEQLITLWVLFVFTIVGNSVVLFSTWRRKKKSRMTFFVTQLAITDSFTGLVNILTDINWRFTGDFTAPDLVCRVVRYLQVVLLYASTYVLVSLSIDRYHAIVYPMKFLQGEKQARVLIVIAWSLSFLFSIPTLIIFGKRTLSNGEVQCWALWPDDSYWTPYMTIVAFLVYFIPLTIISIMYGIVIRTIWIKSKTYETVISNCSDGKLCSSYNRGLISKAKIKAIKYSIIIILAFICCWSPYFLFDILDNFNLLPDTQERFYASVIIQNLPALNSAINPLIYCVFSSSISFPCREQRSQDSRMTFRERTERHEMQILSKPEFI
Epigenetic derep: Quantitative High-Throughput Screen for Regulators of Epigenetic Control. Potency, µM (titrated, usually from 53.9 µM), without a hit: at the top dose GFP activation, hits mostly activators. AID 1865, 2009. murine LDR cells, GFP reporter derepression, 30 h. 280,000 tested, 0.2% active; note: % of control where 0% means no effect; nearly all actives have a fitted effect of over 60% in size
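Reporter derepression read as number of fluorescent GFP-positive objects, 20-120 um in size, counted by laser-scanning cytometer. Mouse LDR line with an epigenetically silenced CMV-GFP locus; compound incubation 30 h, 37 C.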
KDM4E inh: qHTS Assay for Inhibitors of Human Jumonji Domain Containing 2E (JMJD2E). Lysine-specific demethylase 4E (Homo sapiens), B2RXH2. JMJD2E catalytic domain, FDH-coupled NADH fluorescence (FDH is formaldehyde dehydrogenase). Potency, µM (series often up to 57.1 µM), without a hit: at the highest dose activity change, negative = inhibition, actives largely listed as inhibitors. 230,000 tested, 1.6% active; active = well fitted inhibition curve with a large enough effect, not every such curve was filed as active; inconclusive = small, poorly fitted or top-dose-only effect, or another doubt; inactive = no such curve, though single readings can be large or run the other way;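 note: 0% = wells with enzyme and -100% = buffer wells without enzyme; nearly all actives have a fitted effect of over 50% in size; many of its hits are not listed in these tables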
Target sequence (B2RXH2 1-337 limits assumed): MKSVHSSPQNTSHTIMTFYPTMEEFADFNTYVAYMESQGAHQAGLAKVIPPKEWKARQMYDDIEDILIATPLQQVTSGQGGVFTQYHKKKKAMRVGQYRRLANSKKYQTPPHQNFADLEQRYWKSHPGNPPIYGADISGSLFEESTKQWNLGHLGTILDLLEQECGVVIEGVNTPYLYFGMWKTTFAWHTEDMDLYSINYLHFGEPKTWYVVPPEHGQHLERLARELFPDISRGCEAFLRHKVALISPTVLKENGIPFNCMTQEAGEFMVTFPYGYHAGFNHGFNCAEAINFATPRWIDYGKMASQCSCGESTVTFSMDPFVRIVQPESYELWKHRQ
IMPase Li inh: qHTS Assay for Identifying the Cell-Membrane Permeable IMPase Inhibitors: Potentiation with Lithium | 210,000 tested, 0.35% active | CHO-M1 cells, IP1 TR-FRET (IP-One), carbachol + lithium | AID 1457, 2008 | Potency, µM (series often up to 59.4 µM), without a hit: at the highest dose activity, negative = IMPase inhibition, usual class: inhibitors;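 note: IP1 builds up when IMPase is blocked and the TR-FRET signal falls; plate controls were basal vehicle for no effect and high inhibitor control for full effect; nearly all actives have a fitted effect of over 50% in size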
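IP1 accumulation measured by competitive TR-FRET in lysed CHO-M1 cells after 30 min compound exposure at 37C, with a small lithium addition to potentiate weak responses. Hill-equation AC50 from ratio and donor-channel data.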
KinaseGlo FLuc: Counterscreen for Luciferase (Kinase-Glo TM) Inhibition. Kinase-Glo luciferase, ATP luminescence, 8 min. Potency, µM (doses to about 38.3 µM), without a hit: at the highest dose activity change, negative = inhibition, usual class: inhibitors. Luciferin 4-monooxygenase (Photuris pensylvanica), Q27757. 200,000 tested, 0.28% active. AID 1379, 2008; note: % is set by controls: 0 for no effect and ±100 for the full control effect; nearly all actives have a fitted effect of over 60% in size
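Light output from Kinase-Glo luciferase with luciferin and 10 uM ATP in 50 mM imidazole pH 7.2, KCl, MgCl2, Tween 20, BSA; compound pin-delivered, 8-min ambient incubation, then luminescence read.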
SMN2 splice up: qHTS Assay for Enhancers of SMN2 Splice Variant Expression; AID 1458, 2008; HEK293 SMN2-luciferase splicing reporter, luminescence, 30-36 h; Potency, µM (series often up to 46.1 µM), inactives show at the top dose activity change, positive = activation, hits mostly activators; 210,000 tested, 2.8% active; note: % of control where 0% means no effect; nearly all actives have a fitted effect of over 55% in size
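HEK293 cells carry an SMN2 minigene-luciferase reporter in which exon 7 inclusion puts luciferase in frame. Cells were seeded at 2000 cells/well, attached for 10-12 hours, then exposed to compounds for 30-36 hours at 37C before ONE-Glo luminescence.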
* marks the source's active call; other numbers are inactive results; i = inactive; ? = inconclusive; / = not tested or not shown; & = joins results of further samples; [ ] = another dose, or the depositor's remark. Unless noted, calls come from the whole dose curve; as a rule, active = well fitted curve in the direction sought with a large enough effect; inconclusive = small, poorly fitted or top-dose-only effect, or another doubt; inactive = no such curve, though single readings can be large; an effect the other way counts as inactive or inconclusive. Potency is the fitted concentration of half-maximal effect. This is a subset. The share of hits here may be higher or lower than overall.

The line under a structure holds: GoLoco inh red	RECQ1 helicase	NPSR antagonist	Epigenetic derep	KDM4E inh	IMPase Li inh	KinaseGlo FLuc	SMN2 splice up
- CC(C)(C)NC(=O)C1CC2CCCCC2CN1 (configuration not stated)
    -6%	-7%	14%	0.0%	8%	?	-2%	-5%
- CCCc1[nH]nc2c1C1(C(=O)N(CC(N)=O)c3ccccc31)C(C(=O)OC)=C(N)O2 (configuration not stated)
    -3%	-1%	10%[46.1 µM]	-0.8%	8%	3%[38.3 µM]	-1%	-6%
- COc1ccc(CCC(=O)N2CCC3(CC2)OCCO3)cc1
    1%	0%	-11%[46.1 µM]	1.2%	0%	17%[38.3 µM]	0%	/
- O=C(O)c1nn(Cc2ccc(Cl)c(Cl)c2)c2ccccc12
    5%	4%	/	0.4%	7%	-14%	0%	-1%
- COc1ccc(CCC(C)NCCc2ccccc2)cc1 (configuration not stated)
    6%	i	15%[46.1 µM]	0.7%	8%	36%[activator][38.3 µM]	1%	8%
- CC(C)N1C(=O)NC(=O)C2(Cc3cc([N+](=O)[O-])ccc3N(C)C2c2ccccc2)C1=O (configuration not stated)
    -7%	-4%	-19%[46.1 µM]	0.0%	3%	-5%	4%	-14%
- CC/C(=N\Nc1ccccc1)c1c(O)n(-c2ccc(OC)cc2)c(=O)[nH]c1=O
    -18%	-4%	16%	1.1%	-6%	/	/	/
- O=C(O)c1c[nH]c2ccc(S(=O)(=O)N(CCCl)CCCl)cc12
    -9%	i	-4%[46.1 µM]	-0.5%	2%	2%[38.3 µM]	0%	7%
- CCC(=NCCO)c1c(O)n(-c2ccccc2)c(=O)[nH]c1=O
    7%	i	-6%[46.1 µM]	-0.1%	24%	13%[38.3 µM]	-4%	/
- COc1ccc(C(=O)Oc2cccc3cccnc23)cc1S(=O)(=O)N1CCOCC1
    21%	i	?	1.8%	-10%	19%	-2%	0%
- N#C/C(=C\c1ccc(O)cc1)C(=O)O
    -2%	-7%	/	1.6%	?	12%	-5%	-7%
- O=C1NC(=O)C(=Cc2cc3c(cc2[N+](=O)[O-])OCO3)C(=O)N1
    -10%	3%	11%	2.8%	?	30%	-3%	3%
- CCOC(=O)c1ccccc1C(=O)OCC
    0%&-1%&6%	-5%&-14%	/	/	/	2%&18%	/	-6%&7%
- Cc1nc2ccccc2c(=O)n1-c1ccc(Br)cc1[N+](=O)[O-]
    1%	-9%	-2%	8.7%	3%	2%	-2%	/
- COc1cc2c(cc1OC)[C@@]13CCN4CC5=CCO[C@H](CC(=O)O)[C@@H]([C@H]1N2)[C@H]5C[C@H]43
    -7%[14.2 µM]	/	/	/	/	3%	0%[7.66 µM]	5%[9.22 µM]
- O=C(/C=C/c1ccc2c(c1)OCO2)c1c(O)n(CCC2=CCCCC2)c(=O)[nH]c1=O
    20%	-3%	?	1.3%	-19%	6%	1%	-64%[inhibitor]
- CC[C@]1(C2=NCCN2)Cc2ccccc2O1
    -3%	i	/	1.0%	12%	21%	3%	/
- CCCN1CCC[C@@H]2Cc3nc(N)ncc3C[C@H]21
    8%	-9%	3%[46.1 µM]	-1.2%	?	11%	-5%	-12%
- Cc1ncsc1CCCl
    11%&-7%	-1%	/	0.0%&0.1%	?	-2%&-1%	1%	9%
- CC1CC[C@@]2(NC1)OC1CC3C4CC[C@@H]5CC(O)CC[C@@]5(C)C4CC[C@]3(C)C1C2C (some centres not stated)
    32µM*	17%	/	0.0%	-7%	2%	-2%	3%
- COC(=O)C1=CO[C@@H](C)[C@@H]2CN3CC[C@]4(C(=O)Nc5c4ccc(OC)c5OC)[C@H]3C[C@H]12
    4%	1%	/	-0.1%	-4%	-1%	-2%	-1%
- CCc1ccc(C(=O)NN(C(=O)c2cc(C)cc(C)c2)C(C)(C)C)cc1
    -5%	-5%	/	3.5%	9%	22%	1%	-11%
- O=C1CN=C(c2cccs2)c2c(sc3c2CCCC3)N1
    7%	-11%	-3%[46.1 µM]	3.4%	4%	3%[38.3 µM]	-3%	-11%
- CCOC(=O)c1ccc(NC(=O)CSc2ccc(-c3cccnc3)nn2)cc1
    2%	-4%	-16%	1.3%	-1%	10%	1%	-57%[inhibitor]
- c1ccc(N2CC[C@@]3(CCCNC3)C2)cc1
    -6%	-10%	/	/	/	31%[activator]	-4%	-9%
- Cc1ccc(-c2nc3ccccc3c(=O)n2-c2nccs2)cc1
    -3%	-20%	?	4.7%	?	5%[38.3 µM]	-6%	3%
- COc1cccc(NP(=O)(Oc2ccc(Cl)cc2)Oc2ccc(Cl)cc2)c1
    1%	-14%	?	0.0%	4%	17%	0%	-27%
- O=c1c2ccccc2nc(C[n+]2ccccc2)n1-c1cccc(C(F)(F)F)c1
    3%	-11%	13%	1.7%	4%	7%	-4%	9%
- O=C(O)c1ccccc1-c1c2cc(Br)c(=O)cc-2oc2[c]([Hg])c(O)c(Br)cc12
    1.1µM*	25µM*	/	?	5µM*	149%&13%[activator]	-13%	-39%[inhibitor]
- Cc1nn(Cc2ccccc2Cl)c(C)c1C(=O)OCC(=O)NC1CCS(=O)(=O)C1 (configuration not stated)
    10%	i	16%	0.0%	10%	0%	3%	-18%

In another format: 2 of the compounds above.
molecule	GoLoco inh red	RECQ1 helicase	NPSR antagonist	Epigenetic derep	KDM4E inh	IMPase Li inh	KinaseGlo FLuc	SMN2 splice up
COc1ccc(C(=O)Oc2cccc3cccnc23)cc1S(=O)(=O)N1CCOCC1	21%	i	?	1.8%	-10%	19%	-2%	0%
N#C/C(=C\c1ccc(O)cc1)C(=O)O	-2%	-7%	/	1.6%	?	12%	-5%	-7%

Other results:
The line under a structure holds: GoLoco inh red	RECQ1 helicase	NPSR antagonist	Epigenetic derep	KDM4E inh	IMPase Li inh	KinaseGlo FLuc	SMN2 splice up
- S=c1[nH]nc(-c2ccccc2)n1CC1CCCO1 (configuration not stated)
    -8%	i	-17%[46.1 µM]	-0.7%	?	-16%[38.3 µM]	0%	-12%
- COc1ccc(-n2c(O)c(/C(C)=N/N3CCCCCC3)c(=O)[nH]c2=O)cc1
    3%	0%	-3%	-5.6%	5%	/	/	/
- Cc1ncc(CNC(=O)N(CCCl)N=O)c(N)n1
    -8%&10%	-3%&-4%	-6%[46.1 µM]	-0.2%&9.3%	6%&-3%	5%&5%	-2%&-4%	4%&-14%
- O=C(NC(=O)c1c(F)cccc1F)Nc1ccc(Cl)cc1
    5%	-10%	/	-1.4%	-19%	-3%	-2%	6%
- c1cncc(CNc2cc(-c3ccc4c(c3)OCO4)ncn2)c1
    -10%	-5%	/	?	?	8%	-20%	10µM*
- O=C1/C(=C\c2ccccc2)C2OCC=C3CN4CCC56c7ccccc7N1C5C2C3CC46 (configuration not stated)
    -1%	-1%	-44%	2.1%	-4%	/	/	/
- ClC(Cl)c1ccccc1
    1%	6%	/	/	/	8%	/	-2%
- O=[N+]([O-])c1ccc(N2CCCC2)c2ncccc12
    -57%	-3%	-11%	?	-1%	9%	-2%	-34%[inhibitor]
- Brc1ccccc1OCCCN1CCOCC1
    0%	-10%	0%[46.1 µM]	0.1%	?	0%	2%	28%
- CC1OC(OC2C(O)CC(OC3C(O)CC(OC4CCC5(C)C(CCC6C5CCC5(C)C(C7=CC(=O)OC7)CCC65O)C4)OC3C)OC2C)CC(O)C1O (configuration not stated)
    -2%	-12%	/	3.1%	/	-5%	2%[39.9 µM]	/
- COc1c2c(cc3c1OCO3)CC[N+](C)=C2
    0%&0%&4%	-5%&12%&-4%	-14%	-1.1%&0.0%&-0.5%	6%&-23%&-5%	10%&0%&4%	-2%&1%	-19%&-28%
- ClCc1ccccc1
    3%	11%	/	/	/	-7%	/	3%
- C/C(=C\c1ccc(N(C)C)cc1)[N+](=O)[O-]
    0%	-1%	-24%[46.1 µM]	0.0%	1%	5%[38.3 µM]	-6%	-17%
- CCC[C@@H]1CC2=CC(=O)CC[C@]2(C)[C@@H]2CC[C@@]3(C)[C@H](CC[C@]3(O)CCC(=O)O)[C@H]12
    3%	0%	/	1.1%	5%	11%	1%	/
- CC1CC(OC(=O)c2ccccc2)(c2ccccc2)C(C)CN1C (configuration not stated)
    -28%	-9%	-25%[7.67 µM]	-1.4%	-1%	/	/	/
- O=c1oc2ccccc2c(O)c1[C@H]1c2ccc(O)cc2Oc2c1c(=O)oc1ccccc21
    -19%	13%	-41%	?	-1%	/	/	/
- NC1=NC(=O)C(c2ccccc2)O1 (configuration not stated)
    3%	22%	19%	-1.1%	7%	/	/	/
- CCOC(=O)C1C(=O)N(C)C2(C)CC1c1ccccc1O2 (configuration not stated)
    -6%	-18%	4%[46.1 µM]	-1.0%	4%	1%[38.3 µM]	-1%	27%
- Cc1onc(-c2ccccc2)c1C(=O)N1CCC2(CC1)OCCO2
    -6%	4%	3%[46.1 µM]	0.0%	7%	22%[38.3 µM]	3%	-2%
- Cn1cccc1CN1CCN(C(=O)COc2ccccc2)CC1
    -11%	-4%	-12%[46.1 µM]	0.0%	-13%	5%[38.3 µM]	-2%	-2%
- COP(=O)(OC)O/C(=C\Cl)c1cc(Cl)c(Cl)cc1Cl
    -32%	4%	/	/	/	-3%	/	-1%
- CC1=C(C(=O)O)N2C(=O)[C@@H](NC(=O)CCCC(=O)O)[C@H]2SC1
    -4%	-15%	-15%	0.8%	-3%	-3%	/	/
- COC(=O)C1=C(N)Oc2c(c(=O)oc3ccccc23)[C@]12C(=O)N(C)c1ccccc12
    -2%	13%	-1%[46.1 µM]	0.0%	-7%	-2%[38.3 µM]	-2%	7%
- CCN(CC)P(=O)(NC(=O)C(Cl)(Cl)Cl)N(CC)CC.[Cl-].[Cl-].[Cl-].[Nd+3]
    7%	-4%	-6%[46.1 µM]	-0.2%	-4%	-3%[38.3 µM]	-4%	7%
- CC1(C)C(=O)C=C[C@@]2(C)C1CC(O)[C@]1(C)C2CC[C@@]2(C)C(c3ccoc3)OC(=O)C3O[C@]312 (some centres not stated)
    6%	i	/	-1.3%	1%	13%	-7%	-84%[inhibitor]
